Bioassay records from PubChem BioAssay.
aGlu spleen mod = inhibitors or activators of human alpha-glucosidase in spleen homogenate; P10253; human spleen homogenate, 4-MU-alpha-glucoside fluorescence; Potency, µM (titrated, usually from 79.9 µM), for the others: at the highest dose activity change, negative = inhibition, actives largely listed as inhibitors; 0.006% of 240,000 active;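 note: 0% = enzyme with vehicle and -100% = no enzyme basal signal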
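Enzyme source: human spleen homogenate, 1 ug/well. Buffer 50 mM citric acid/K phosphate pH 5.0, 0.01% Tween-20. 4-MU-alpha-glucoside 1 mM; 37 C x 40 min; NaOH/glycine stop; fluorescence.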
Tau ThT inhib = inhibitors of human tau fibril formation, thioflavin T binding; P10636; recombinant tau K18 P301L, heparin-induced fibrillization, ThT fluorescence; Potency, µM (doses to about 57.4 µM), inactives show at the top dose activity, negative = inhibition, hits mostly inhibitors; 2.1% of 270,000 active; AID 1460; note: % is set by controls: 0 for no effect and ±100 for the full control effect; nearly all actives have a fitted effect of over 55% in size
Target sequence (P10636 561-689 P618L limits assumed): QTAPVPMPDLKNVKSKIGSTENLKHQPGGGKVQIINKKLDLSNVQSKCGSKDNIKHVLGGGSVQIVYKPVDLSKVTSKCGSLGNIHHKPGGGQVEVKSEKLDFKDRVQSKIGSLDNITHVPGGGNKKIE
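Heparin-induced (20 uM) aggregation of recombinant human K18 P301L tau, 15 uM unlabeled with 0.24 uM labeled, pH 7 acetate buffer, 6 hr at 37 C with compound. Fibrils quantified by 30 uM ThT fluorescence after 1 hr ambient incubation.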
Tau fluor cs = counter-screen for tau fibril formation inhibitors; tau K18 P301L (four-repeat tau fragment) Alexa594 fluorescence, heparin fibrillization; Potency, µM (top dose mostly 57.7 µM), for the others: at the highest dose activity change, negative = decrease; 0.93% of 280,000 active; note: % is set by controls: 0 for no effect and ±100 for the full control effect; nearly all actives have a fitted effect of over 55% in size
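Human K18 P301L tau (15 uM unlabeled plus 0.24 uM Alexa 594-labeled, final) in 100 mM sodium acetate pH 7 was mixed with compound and 20 uM heparin and incubated 6 hr at 37 C.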
GAA glycogen = alters human alpha-glucosidase cleavage of glycogen. recombinant GAA, glycogen substrate, Amplex Red glucose oxidase fluorescence. P10253. Potency, µM (top dose mostly 76.4 µM), for the others: top-dose activity change, negative = inhibition, usual class: inhibitors. 0.38% of 300,000 active;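 note: 0% = full enzyme reaction and -100% = no-enzyme basal signal; the screen sought inhibitors and activators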
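Recombinant enzyme (4 nM final) with compounds titrated up to 77 uM and bovine liver glycogen (30 ug) in citrate pH 5.0, 0.01% Tween-20, 37 C 40 min. Released glucose detected by Amplex Red/glucose oxidase (Ex 573/Em 610); AC50 from Hill fits.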
aGal spleen mod = inhibits or activates alpha-galactosidase in human spleen homogenate. Potency, µM (top dose mostly 80 µM), for the others: top-dose activity change, negative = inhibition, most hits filed as inhibitors. 0.008% of 240,000 active. AID 2107. P06280. human spleen homogenate, 4MU-alpha-Gal fluorescence, 40 min;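 note: 0% = enzyme with vehicle and -100% = no enzyme basal signal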
Target sequence (P06280 32-429 limits assumed): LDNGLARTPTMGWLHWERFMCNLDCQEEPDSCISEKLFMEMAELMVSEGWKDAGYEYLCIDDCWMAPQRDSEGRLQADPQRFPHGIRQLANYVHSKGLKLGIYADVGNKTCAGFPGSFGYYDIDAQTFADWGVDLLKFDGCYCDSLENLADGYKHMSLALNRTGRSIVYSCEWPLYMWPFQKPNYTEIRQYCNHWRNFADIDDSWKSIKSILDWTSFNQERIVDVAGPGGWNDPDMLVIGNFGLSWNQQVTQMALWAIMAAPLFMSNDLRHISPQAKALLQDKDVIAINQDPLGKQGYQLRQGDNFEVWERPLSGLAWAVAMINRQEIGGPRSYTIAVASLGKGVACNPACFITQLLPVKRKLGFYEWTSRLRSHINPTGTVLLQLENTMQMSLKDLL
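qHTS titration in buffer at pH 5.0. Alpha-galactosidase activity in spleen homogenate was measured via 4-methylumbelliferone release from 1 mM fluorogenic substrate after 40 min at 37C and a pH 10 stop. AC50 came from Hill fits of control-normalized data.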
Tau fibril FP = blocks human tau fibril formation measured by polarization; P10636; Potency, µM (titrated, usually from 57.7 µM), inactives show top-dose activity, negative = inhibition, hits mostly inhibitors; K18 P301L tau heparin fibrillization, Alexa594 FP, 6 h; AID 1468; 0.39% of 280,000 active; note: % is set by controls: 0 for no effect and ±100 for the full control effect; nearly all actives have a fitted effect of over 55% in size
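Steps: dispense K18 P301L tau (15 uM plus 0.24 uM Alexa 594 tracer, final) in pH 7 sodium acetate; add compound; add heparin (20 uM final); incubate 6 hr, 37 C; add ThT (30 uM final); after 1 hr ambient, read FP.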
GAA inhib = inhibitors of human lysosomal alpha-glucosidase. P10253. purified human GAA, 4-MU-alpha-glucoside fluorescence. Potency, µM (doses to about 76.9 µM), without a hit: at the top dose activity change, negative = inhibition, usual class: inhibitors. 0.005% of 200,000 active;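 note: plate controls were uninhibited enzyme wells for no effect and no-enzyme background for full effect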
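Enzyme (4 nM final) mixed with compound (up to 77 uM), then 4-MU-alpha-D-pyranoside (400 uM final) added; 20 min at room temperature, pH 5.0. Reaction stopped at pH 10, fluorescence read, AC50 derived by Hill fit.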
HTT cytoprotect = cytoprotection in Huntington HTT-Q103 PC12 cell model; 0.14% of 230,000 active; PC12 HTT-Q103 induced, cytoprotection, ATP luminescence, 40 h; Potency, µM (series often up to 56.4 µM), for the others: cytoprotection (ATP increase), hits mostly activators;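 note: % of control where 0% means no effect; nearly all actives have a fitted effect of over 45% in size; toxic huntingtin expression switched on by the ecdysone agonist tebufenozide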
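PC12 cells with ecdysone-inducible HTT exon 1 Q103-GFP, induced with 100 nM tebufenozide and co-treated with library compounds in a dose series (1536-well, 1500 cells/well). Cytoprotection read as ATP content by ATPlite luminescence.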
Active calls of the source: *; ? = inconclusive; · = not tested or not shown; & = joins results of further samples; [ ] = another dose, or the depositor's remark. Calls come from the whole dose curve; as a rule, active = well fitted curve in the direction sought with a large enough effect; inconclusive = small, poorly fitted or top-dose-only effect, or another doubt; inactive = no such curve, though single readings can be large; an effect the other way counts as inactive or inconclusive. Potency is the fitted concentration of half-maximal effect.

SMILES | aGlu spleen mod | Tau ThT inhib | Tau fluor cs | GAA glycogen | aGal spleen mod | Tau fibril FP | GAA inhib | HTT cytoprotect
Cc1ccc(C)c(C(=O)COC(=O)c2cc([N+](=O)[O-])ccc2NCCO)c1 | -3% | -18% | ? | -5% | -2% | -10% | ? | 16%[10 µM]
COC(=O)c1cc2c(ccn2-c2ccc(F)cc2)n1Cc1ccc(OC(C)=O)cc1 | 0% | 1% | -8% | 2% | 11% | 2% | 1% | 1%[10 µM]
Cc1ccc(-c2nnc(Nc3ccccc3)o2)cc1 | -12% | -5% | -6% | -3% | -13% | -3% | -5% | -96%[inhibitor]
CC1(C)CC(Nc2ccc(C(F)(F)F)cc2[N+](=O)[O-])CC(C)(C)N1 | -10% | -4% | 4% | 4% | -14% | 6% | -8% | -21%
COC(=O)CCc1c(C)c(C#N)c2nc3ccccc3n2c1N1CCCC1 | 0% | -1% | 6% | 0% | 5% | 0% | 6% | 10%[10 µM]
CCCCC(=O)Nc1nnn(CCC)n1 | -6% | 4% | 1% | 4% | -4% | 5% | -8% | -8%
CCCc1nnc(SCC(=O)Nc2ccc(OCC)cc2)n1N | -2% | -9% | -4% | 1% | -6% | 3% | -2% | -9%
COC(=O)CSc1nnc(CSc2nc(C)cc(C)n2)n1Cc1ccco1 | -3% | -1% | 1% | 1% | -2% | -3% | 1% | 18%[10 µM]
CC(Sc1nncn1C)C(=O)Nc1ccc(S(N)(=O)=O)cc1 (stereo not drawn) | 8% | 2% | 1% | 4% | 5% | 5% | 2% | 16%[10 µM]
C=CCNC(=O)c1ccccc1NC(=O)c1ccc(Cl)c(S(=O)(=O)Nc2cc(C)ccc2C)c1 | 0% | 17% | ? | 7% | 0% | ? | -8% | -23%
CCOC(=O)C1CCN(C(=O)Cn2ncc3c4ccccc4n(Cc4ccc(F)cc4)c3c2=O)CC1 | · | -10% | -10% | -16%[76.3 µM] | · | 5% | · | ·
CN=C1SC(CC(=O)Nc2ccc(F)cc2F)C(=O)N1/N=C(\C)c1cccc(OCC(=O)O)c1 (stereo not drawn) | -12% | -7% | -12% | 3% | -4% | 9% | -1%[15.4 µM] | 3%[10 µM]
COc1cc(NC(=O)c2cccnc2Sc2ccc(C)c(C)c2)cc(OC)c1OC | 1% | 5% | -22% | -4% | 3% | 5% | -2% | 7%[10 µM]
Cc1ccc(-c2cccc(C3CC=CC4C3C(=O)N(Cc3ccccc3)C4c3ccc(C(F)(F)F)cc3)c2)cc1 (stereo not drawn) | -3%&6% | ? | -17% | 9% | 4%&-3% | -10% | · | -49%[inhibitor][10 µM]
O=C(NC1CC1)c1cc(Cl)ccc1[N+](=O)[O-] | 1% | -8% | 0% | 5% | 2% | -2% | -2% | -5%
CC1CCN(C(=O)c2ccccc2NC(=O)c2cccc(S(=O)(=O)N3CCOCC3)c2)CC1 | -1% | -18% | -21% | -8% | 11% | -3% | 6% | 1%
Cc1ccc2c(c1)N(CC(=O)Nc1ccc3c(c1)OCCO3)C(=O)CO2 | 5% | -5% | -7% | -5% | 6% | -7% | -3% | -6%[10 µM]
C=CCNC(=S)N/N=C/c1ccc(N(CC)Cc2ccccc2)cc1 | -5% | ? | ? | ? | 11% | 16% | -6% | 19%[10 µM]
COc1ccc(OCCCc2c(C)n[nH]c2C)cc1 | -15% | -13% | -10% | -8% | 5% | -2% | 0% | 0%
Cc1cc(NC(=O)C(=O)NCCN2CCN(C(=O)c3cccs3)CC2)ccc1Br | 5% | -9% | 2% | -6% | -28% | -3% | -5% | -2%[10 µM]
CCOC(=O)c1sc(NC(=O)CN2C(=O)NC3(CCCCCCC3)C2=O)c(C(=O)OCC)c1C | -13% | -4% | -3% | 6% | -5% | -4% | · | 0%[10 µM]
C=CCc1cccc(CNc2nc3ccccc3n2C(C)C)c1O | -7% | -15% | 11µM*[quencher] | -6% | 3% | 5% | -12% | -65%[inhibitor]
COc1ccc(/C=C/C(=O)O)cc1S(=O)(=O)N1CCC(Cc2ccccc2)CC1 | -5% | -10% | -4% | 1% | 10% | 3% | · | -21%[10 µM]
COc1ccc(Cc2nnc(N)s2)cc1OC | 3% | -3% | -1% | 3% | 2% | -10% | -24% | 2%[1.9 µM]
Cc1cccc(C(=O)NC(=S)NNC(=O)COc2c(C)cccc2C)c1 | -2% | ? | -14% | -3% | -1% | 7% | 3% | ·
COc1cnn(-c2ccc(C)cc2)c(=O)c1Br | · | 5% | 6% | -15% | 5% | 6% | -6% | -30%
COCc1cc(=O)[nH]c(/N=C(\N)Nc2ccc(Oc3ccccc3)cc2)n1 | 1% | -13% | -21% | -6% | 7% | 12% | -5% | -39%[inhibitor]
CC(C)C1(C(C)C)OC(=O)c2ccccc21 | -6% | -2% | 0% | 3% | 5% | 9% | -5% | ·
COc1ccc(OC)c(NC(=O)CCCN2C(=S)NC(C)(C)CC2C)c1 (stereo not drawn) | 2% | -19% | -14% | -2% | 2% | 3% | -4% | 4%[10 µM]
O=C(Nc1ccc2nc3n(c(=O)c2c1)CCCCC3)c1cccc(C(F)(F)F)c1 | · | 3% | -27% | -4%[76.3 µM] | · | -13% | · | ·
CCOc1ccc(NS(=O)(=O)c2ccc3[nH]c4c(c3c2)CCCC4)cc1 | · | -1% | 13µM*[quencher] | 0%[76.3 µM] | · | -1% | · | ·
Cc1cc(C)nc(NC(=NCCc2c[nH]c3ccccc23)NC(=O)Nc2ccc(Cl)c(Cl)c2)n1 | -4% | 3% | ? | -6% | 4% | -7% | -3% | 8%[0.074 µM]
O=C(Nc1cccc(-c2cn3c(n2)SCC3)c1)c1ccc2c(c1)OCO2 | -4% | ? | -18% | -1% | -3% | -2% | -7% | ·
O=c1cc(N2CCc3ccccc3C2)[nH]c(=O)n1C1CCCCC1 | -16% | -9% | -9% | 0% | -1% | -2% | 5% | -74%[inhibitor]
Cc1cc(C)c(NC(=O)c2ccc[n+](Cc3ccc([N+](=O)[O-])cc3)c2)c(C)c1 | -2% | -1% | 3% | 9% | 3% | 1% | -5% | -7%[10 µM]
CC[N+](CC)(CC=C(C)C)CC(=O)OC | 1% | 1% | -9% | 6% | -2% | 6% | ? | 2%[10 µM]
C=CCn1c(-c2ccccc2[N+](=O)[O-])n[nH]c1=S | -5% | 5% | -5% | -5% | -8% | 4% | 10% | -41%[inhibitor]
C=CCSc1nc2nc(C)cc(C)n2n1 | -1% | 1% | 2% | 4% | 1% | 4% | -13% | -5%
O=C(CC1SC(=Nc2ccccc2)N(Cc2ccccn2)C1=O)Nc1ccc(Br)cc1 (stereo not drawn) | -2% | 3% | ? | -17% | -4% | -17% | 2% | 30%[10 µM]
CN(C)c1ccc(C=NCCC2(c3ccccc3)CCOC(C)(C)C2)cc1 (stereo not drawn) | 0% | ? | -23% | 8% | -1% | -5% | · | 8%[10 µM]

Overlap with the part before: 6 compounds, then new ones.
SMILES | aGlu spleen mod | Tau ThT inhib | Tau fluor cs | GAA glycogen | aGal spleen mod | Tau fibril FP | GAA inhib | HTT cytoprotect
Cc1cc(C)c(NC(=O)c2ccc[n+](Cc3ccc([N+](=O)[O-])cc3)c2)c(C)c1 | -2% | -1% | 3% | 9% | 3% | 1% | -5% | -7%[10 µM]
CC[N+](CC)(CC=C(C)C)CC(=O)OC | 1% | 1% | -9% | 6% | -2% | 6% | ? | 2%[10 µM]
C=CCn1c(-c2ccccc2[N+](=O)[O-])n[nH]c1=S | -5% | 5% | -5% | -5% | -8% | 4% | 10% | -41%[inhibitor]
C=CCSc1nc2nc(C)cc(C)n2n1 | -1% | 1% | 2% | 4% | 1% | 4% | -13% | -5%
O=C(CC1SC(=Nc2ccccc2)N(Cc2ccccn2)C1=O)Nc1ccc(Br)cc1 (stereo not drawn) | -2% | 3% | ? | -17% | -4% | -17% | 2% | 30%[10 µM]
CN(C)c1ccc(C=NCCC2(c3ccccc3)CCOC(C)(C)C2)cc1 (stereo not drawn) | 0% | ? | -23% | 8% | -1% | -5% | · | 8%[10 µM]
CCCOc1ccc(N2C(=O)CC(N(CCc3ccc(OC)c(OC)c3)C(=O)c3ccccc3)C2=O)cc1 (stereo not drawn) | -7% | -19% | -17% | 5% | -1% | 4% | · | -9%[10 µM]
CCn1c(SCC(=O)NC2CCCCC2)nc2c(c1=O)SC(C)C2 (stereo not drawn) | -1% | -4% | 0% | 0% | 2% | 4% | -17% | -20%
CSc1nc(N)c(C(=O)Nc2ccc([N+](=O)[O-])cc2)s1 | -11% | ? | ? | -10% | 0% | 5% | -11% | 14%[10 µM]
CCCCCOC(=O)Cn1c(=O)oc2ccccc21 | -8% | 8% | 12% | -2% | -6% | -5% | -1% | -4%
COc1ccc(OC)c(-n2nnc3c(sc4nc(C)c(Br)c(C)c43)c2=O)c1 | · | 5% | -22% | 12%[76.3 µM] | · | ? | · | ·
CC(C)N=C1NN=C(c2cccs2)C(CC(=O)O)S1 (stereo not drawn) | -14% | ? | -21% | -16% | 2% | ? | · | 19%[10 µM]
O=C(NC1CCCCC1)C(c1ccncc1)N(C(=O)Cc1cccs1)c1ccccc1 (stereo not drawn) | 1% | -2% | 0% | -2% | -3% | -5% | ? | 15%[10 µM]
Cc1[nH]n(-c2ccccc2)c(=O)c1C(C[N+](=O)[O-])c1ccc(F)cc1 (stereo not drawn) | -3% | ? | -3% | 3% | 2% | 6% | -8% | ·
COc1ccc(-c2cc(C(=O)N3CCN(C(c4ccccc4)c4ccccc4)CC3)no2)cc1OC | -2% | -23% | -13% | -6% | 9% | -2% | -11% | -39%[inhibitor]
CCN1CCc2c(C#N)c(N3CCOCC3)nc(NCCO)c2C1 | 2% | -9% | 1% | 7% | -1% | -1% | -7% | -10%
CC(=O)Nc1ccc(S(=O)(=O)Oc2cccc(N3C(=O)C4CC=CCC4C3=O)c2)cc1 (stereo not drawn) | 7% | -1% | -8% | -3% | -7% | 3% | 0% | 9%
